PfGluPho inh – PfG6PD enzyme inhibitors, primary screen, biochemical, fluorescence intensity, uHTS; inhibition, % at 20 µM; hit rate 0.78% among 350,000; AID 504690, 2011; PfGluPho enzyme, NADPH resazurin-diaphorase fluorescence;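 active = inhibition reaching at least a set limit at 20 µM in the primary screen, cut at about 59% in these data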;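 note: 0% = DMSO wells with substrate and 100% = DMSO wells lacking glucose-6-phosphate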
SENP6 block – SENP6 protease inhibitors, primary screen, biochemical, luminescence, uHTS | inhibition, % at 10 µM | Sentrin-specific protease 6 (Homo sapiens), Q9GZR1 | AID 2599, 2010 | hit rate 1.8% among 330,000 | Recombinant SENP6 catalytic domain, aminoluciferin luminescence;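 active = inhibition above about 50% at the single tested dose, limit read from the data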;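 note: plate controls were DMSO wells with enzyme for no effect and DMSO wells lacking enzyme for full effect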
Target sequence (Q9GZR1 628-1112 limits assumed): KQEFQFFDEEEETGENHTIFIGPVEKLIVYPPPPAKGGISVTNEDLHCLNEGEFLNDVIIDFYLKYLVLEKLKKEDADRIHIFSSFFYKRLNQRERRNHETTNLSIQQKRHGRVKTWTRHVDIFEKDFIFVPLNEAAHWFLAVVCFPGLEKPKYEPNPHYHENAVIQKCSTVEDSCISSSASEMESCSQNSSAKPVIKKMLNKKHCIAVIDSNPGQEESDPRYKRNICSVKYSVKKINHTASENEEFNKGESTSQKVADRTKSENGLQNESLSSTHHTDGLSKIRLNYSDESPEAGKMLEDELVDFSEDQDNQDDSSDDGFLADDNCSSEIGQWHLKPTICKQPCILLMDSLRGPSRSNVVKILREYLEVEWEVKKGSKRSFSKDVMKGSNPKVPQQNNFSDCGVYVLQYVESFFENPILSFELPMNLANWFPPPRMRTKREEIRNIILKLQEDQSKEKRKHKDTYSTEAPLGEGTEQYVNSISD
HKDC1 inh – HKDC1 hexokinase inhibitors, primary screen, biochemical, fluorescence, uHTS. Q2TB90. recombinant HKDC1, G6PDH/diaphorase resazurin coupled fluorescence. inhibition, % at 20 µM. hit rate 0.16% among 340,000;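 active = inhibition above about 35% when tested at 20 µM, limit read from the data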;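 note: plate controls were DMSO wells with enzyme for no effect and DMSO wells lacking enzyme for full effect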
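Assay system: recombinant HKDC1 hexokinase; detection: coupled resazurin fluorescence, excitation 525 nm, emission 613 nm; benchmarks: DMSO-plus-enzyme-mix negative control, buffer-substituted positive control; compound dosing: single 20 µM dose; schedule: 90 min at room temperature in dark; also added: glucose plus 1 mM ATP as hexokinase substrates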
Apaf-1 inh – inhibitors of human Apaf-1 apoptosome, primary screen, biochemical, DEVD-Rh110 fluorescence, uHTS | hit rate 0.71% among 330,000 | Apoptotic protease-activating factor 1 (Homo sapiens), O14727 | inhibition, % at 20 µM | reconstituted apoptosome caspase-3 activity; active = inhibition of at least 40% at 20 µM;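 note: plate controls were DMSO wells for no effect and DEVD-CHO caspase inhibitor wells for full effect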
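System: Apoptosome proteins | Medium: Hepes pH 7.5 with detergent and BSA | Also added: Cytochrome c trigger plus (Z-DEVD)2-Rh110 caspase-3 substrate | Incubation: 30 min compound preincubation, 50 min activation, room temperature | Detection: Rhodamine 110 fluorescence at Ex 480/Em 540 nm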
SENP1 FRET inh – human SENP1 catalytic domain inhibitors, primary screen, biochemical, FRET, uHTS; Sentrin-specific protease 1 (Homo sapiens), Q9P0U3; recombinant SENP1 catalytic domain, CyPet-SUMO1-YPet FRET cleavage; inhibition, % at 10 µM; hit rate 0.21% among 360,000; AID 624204, 2012;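 active = inhibition at least 30% at 10 µM, raw YFP signal under a set limit, fluorescence ratio 0.5 to 1.5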;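 note: 0% = enzyme with DMSO and 100% = no enzyme wells; some results filed as inactive read as strong as hits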
Target sequence (Q9P0U3 419-644 limits assumed): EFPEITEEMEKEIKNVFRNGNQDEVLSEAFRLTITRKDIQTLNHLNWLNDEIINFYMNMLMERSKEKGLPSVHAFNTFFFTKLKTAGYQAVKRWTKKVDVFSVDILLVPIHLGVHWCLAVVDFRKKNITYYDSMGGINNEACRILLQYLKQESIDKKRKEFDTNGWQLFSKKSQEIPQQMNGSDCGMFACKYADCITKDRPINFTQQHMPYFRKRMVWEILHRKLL
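Compound: 10 µM single point, 0.5% DMSO; Test system: hSENP1 catalytic domain, recombinant; Timing: 50 min reaction at room temperature; Technique: FRET, CFP and YFP emission; Control set: no-enzyme wells low, DMSO-plus-enzyme wells high control.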
SENP8 block-1 – human SENP8 protease inhibitors, primary screen, biochemical, fluorescence, Nedd8 protein substrate, uHTS; Sentrin-specific protease 8 (Homo sapiens), Q96LD8; recombinant SENP8; inhibition, % at 20 µM; hit rate 0.64% among 360,000; AID 602440, 2012; in the data active = inhibition mostly above about 40%, no sharp cut-off; inactive = mostly below about 27%
Target sequence (Q96LD8 whole entry, looked up): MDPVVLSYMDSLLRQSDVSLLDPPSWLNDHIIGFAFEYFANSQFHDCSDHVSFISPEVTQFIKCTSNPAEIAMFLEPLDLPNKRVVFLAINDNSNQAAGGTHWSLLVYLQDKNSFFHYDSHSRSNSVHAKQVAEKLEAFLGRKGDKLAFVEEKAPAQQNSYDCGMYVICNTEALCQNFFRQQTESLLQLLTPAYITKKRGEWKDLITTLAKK
SENP7 block – SENP7 protease inhibitors, primary screen, biochemical, luminescence, uHTS | AID 434973, 2010 | Sentrin-specific protease 7 (Homo sapiens), Q9BQF6 | hit rate 1.5% among 330,000 | inhibition, % at 5 µM | recombinant SENP7, Z-RLRGG-aminoluciferin luminescence, 40 min;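 active = inhibition above about 50% at the single test dose, limit read from the data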;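 note: plate controls were DMSO with enzyme for no effect and no enzyme buffer wells for full effect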
SENP8 block-2 – SENP8 protease inhibitors, primary screen, biochemical, luminescence | Sentrin-specific protease 8 (Homo sapiens), Q96LD8 | purified SENP8, Z-RLRGG-aminoluciferin cleavage | inhibition, % at 10 µM | hit rate 1.2% among 330,000 | AID 2540, 2010; in the data active = inhibition above about 50%
* = called active by the depositor; i = inactive; x = not tested or not shown.

nr	structure	PfGluPho inh	SENP6 block	HKDC1 inh	Apaf-1 inh	SENP1 FRET inh	SENP8 block-1	SENP7 block	SENP8 block-2
1	O=C1NCCN(Cc2cccc(Oc3ccccc3)c2)C1CC(=O)N1CCCCC1 (stereo not drawn)	-4.6	2.6	-3.8	22.4	-20.0	-151.3	6.5	-0.2
2	COc1ccc(Br)c(C(=O)NCCC(C)C)c1	-3.2	-10.2	-6.0	-3.8	1.8	1.6	2.6	-3.8
3	Cc1ccccc1C(=O)N1CCC(C(=O)N(CC(C)C)c2c(N)n(CC(C)C)c(=O)[nH]c2=O)CC1	-4.8	-0.8	4.3	-6.2	1.4	7.2	6.4	-2.0
4	CCCN(c1ccc(OCC)cc1)S(=O)(=O)c1ccc2c(c1)CCN2C(=O)CCC(=O)O	-26.2	1.3	3.8	-0.5	0.6	12.8	-5.4	-6.1
5	COc1cccc(CNC(=O)CN(C)S(=O)(=O)c2ccc3c(c2)c(=O)n(C)c(=O)n3C)c1	-16.2	-8.2	3.6	-3.9	1.7	6.2	6.8	-6.4
6	COc1ccc(C2(c3ccc(O)cc3O)CC(c3ccccc3Cl)NC(=S)N2)cc1 (stereo not drawn)	24.9	-9.3	-5.8	18.4	-2.0	0.4	-2.1	-3.4
7	O=C(Nc1ncc2c(n1)-c1ccccc1CC2)c1ccccc1	43.0	13.5	-3.4	-0.9	0.1	-5.8	-0.9	-8.3
8	N#Cc1c(NC(=S)NC(=O)Cc2cccs2)sc2c1CCCCC2	-25.9	21.6	6.1	1.7	0.8	22.1	-1.3	-16.7
9	COc1ccccc1NC(=O)N1CCC(NC(=O)C2CCCCC2)CC1	-4.1	8.7	-4.1	-0.1	1.5	0.8	1.2	-0.4
10	CCN(CC)C(=O)Oc1ccc2ccccc2c1Cl	-2.6	-18.9	-1.6	5.8	2.5	5.1	-3.8	-12.4
11	Cc1cccc(N(C)C(=O)COc2cc(=O)n(C)c3ccccc23)c1	28.3	-15.6	-6.9	-4.8	0.3	4.8	-0.2	0.9
12	Cc1ccc(Nc2c([N+](=O)[O-])c(=O)oc3ccccc23)cc1C	-9.3	-8.6	-7.3	6.8	3.2	18.0	2.3	10.3
13	CC(C(=O)Nc1ccc(O)c(C(=O)O)c1)N1C(=O)/C(=C/c2cccs2)SC1=S (stereo not drawn)	-29.9	8.8	6.6	-1.5	7.2	18.7	-3.8	13.4
14	CSCc1ccc(C(=O)NCc2ccccc2)cc1	-1.0	6.8	-13.7	9.8	1.7	9.6	4.4	-0.8
15	Cc1cccc(OCC(=O)NCC(=O)N/N=C/c2cccs2)c1	24.7	3.5	-8.3	6.8	3.5	1.1	-13.9	-5.9
16	CC(=O)c1c(C)[nH]c(C(=O)OCC(=O)c2c[nH]c3ccccc23)c1C	18.2	-8.9	-1.5	8.1	-4.4	13.7	-11.5	-14.4
17	CCC(C)c1ccc(NC(=O)C2CCN(c3ccc(C(F)(F)F)cn3)CC2)cc1 (stereo not drawn)	-14.3	-4.2	-5.0	-8.2	-3.4	-51.7	-3.4	-0.3
18	CCOc1ccc(N2C(=O)Nc3ccccc3C2(O)C(=O)NCc2ccc3c(c2)OCO3)cc1 (stereo not drawn)	-13.0	-1.7	-3.3	11.7	1.1	7.3	6.4	-5.0
19	Nc1c(-c2ccccc2)c(CSc2nc3ccccc3[nH]2)nn1-c1cccc(C(=O)O)c1	-27.5	-20.3	-2.8	3.5	3.1	3.2	-3.8	-7.8
20	COc1cc(C(=O)NCCC(=O)NC2CCCCCCC2)cc(OC)c1OC	-24.0	1.2	12.5	8.1	-1.0	10.7	3.9	-0.9
21	CCc1sc(C(=O)Nc2ccc(F)cc2C)cc1C	4.0	-9.4	-10.9	-4.6	0.5	10.7	-12.5	-9.3
22	Cc1cc(C)nc(SCC(=O)N2CCc3ccccc32)n1	-4.4	-6.6	3.5	0.6	-0.5	5.5	-2.9	-2.5
23	CCOC(=O)[C@@H]1[C@H]2COc3cc(OC)ccc3[C@H]2N2C(=O)N(c3ccc(C)cc3)C(=O)[C@]12C	5.6	-0.4	1.4	14.5	1.7	-38.7	2.8	-3.0
24	CC(=O)c1c(C(C)=O)c(C)n(C2CCCCC2)c1C	-14.4	5.7	-9.0	1.4	0.9	30.3	4.0	6.7
25	CCc1nnc(NC(=O)CSc2nnc(-c3ccoc3C)n2-c2cccc(C)c2)s1	-23.0	-12.1	0.5	3.9	1.1	10.1	2.4	2.3
26	CCCn1c(SCC(=O)Nc2c(C)cccc2C)nnc1C(C)C	-12.8	-9.8	0.4	3.8	-0.2	31.0	6.7	-1.7
27	CCOc1ccc(N2C(=O)C3ON(c4ccccc4)C(c4cccs4)C3C2=O)cc1 (stereo not drawn)	-31.0	-7.3	12.5	15.9	3.5	16.9	7.0	5.7
28	O=C(NC12CC3CC(CC(C3)C1)C2)C1=COCCO1	-23.7	11.1	-2.4	4.8	2.6	10.9	6.7	1.6
29	COc1ccc(C2(CNC(=O)C(c3ccccc3)c3ccccc3)CCOCC2)cc1OC	-2.0	-31.0	-9.4	-2.9	0.9	24.6	-7.1	-3.7
30	COc1cc(/C=N/Nc2nc(N3CCCCC3)nc(N3CCCCC3)n2)ccc1OC(=O)c1ccco1	x	1.0	x	10.5	x	x	2.6	3.8

Values by screen from the list.
Nos. 20 to 27 in SENP8 block-1: 10.7, 10.7, 5.5, -38.7, 30.3, 10.1, 31.0, 16.9
Nos. 20 to 27 in SENP8 block-2: -0.9, -9.3, -2.5, -3.0, 6.7, 2.3, -1.7, 5.7
Nos. 20 to 27 in SENP6 block: 1.2, -9.4, -6.6, -0.4, 5.7, -12.1, -9.8, -7.3

The listing continues.
nr	structure	PfGluPho inh	SENP6 block	HKDC1 inh	Apaf-1 inh	SENP1 FRET inh	SENP8 block-1	SENP7 block	SENP8 block-2
31	COC(=O)c1c(-c2ccc3ccccc3c2)csc1NC(=O)Cc1ccc(OC)c(OC)c1	23.8	-2.5	-2.8	2.7	-23.1	-50.7	1.7	1.0
32	CCc1ccc(C(=O)N2CCN(c3ccc(NC(=O)c4ccco4)cc3)CC2)cc1	7.0	-7.3	-4.2	-0.6	1.7	1.1	-4.5	-6.2
33	C=C1CCN(C(CC(C)C)C(=O)OC)S(=O)(=O)c2ccccc21 (stereo not drawn)	0.2	-1.7	2.6	2.9	1.0	11.2	0.0	7.8
34	CC(C)(C)C(=O)Nc1ccccc1C(=O)NCc1ccco1	-2.8	20.9	-3.4	-6.3	0.1	-14.3	-2.8	7.0
35	COc1ccc(-c2cc(C(=O)N(C)CC(=O)Nc3ccccc3C(F)(F)F)c3ccccc3n2)cc1OC	-6.8	x	1.1	x	-1.6	i	x	x
36	O=C(CCNS(=O)(=O)c1cccs1)N1CCN(c2cccc(C(F)(F)F)c2)CC1	11.5	6.5	7.7	6.8	1.1	4.2	-3.5	-1.2
37	O=C(COc1ccc(Cl)cc1)NCc1n[nH]c(=O)c2ccccc12	5.0	-18.4	-1.8	3.3	1.8	9.8	2.3	0.4
38	O=C(COc1ccccc1-c1ccccc1)N/N=C/c1cccc2ccccc12	10.8	-5.1	1.4	16.9	-2.3	18.7	6.6	0.7
39	CCOC(=O)C(=CNCC(=O)OC)C(=O)OCC	-12.3	-11.4	-8.2	4.2	0.7	18.1	7.9	5.0
40	CCOC(=O)N1CCN(C2=C(NS(=O)(=O)c3ccccc3)C(=O)c3ccccc3C2=O)CC1	7.3	32.0	16.9	48.5*	1.8	54.2*	19.2	13.9
41	COc1ccc(-c2cn(-c3ccc(OC)cc3)c3[n+]2-c2ccccc2CC3)cc1	-4.9	-9.7	-12.1	8.0	3.3	-115.8	-8.6	-6.6
42	Cc1cccc(OCC(=O)Nc2cccc(-c3nnc(-c4ccccc4)o3)c2)c1C	9.1	-5.4	-9.2	-11.0	1.2	2.6	5.5	3.8
43	Cc1cc(=O)n(C)c(=O)n1CCCNc1ccccc1	5.7	-1.7	-5.7	-15.9	-0.8	-2.9	-1.4	7.1
44	Nc1nc(CN2CCCCC2)cs1	18.9	3.3	7.0	-0.8	-0.2	21.1	6.8	3.0
45	CC(=O)c1c(N2CCN(c3ccccc3)CC2)nc(=S)n(-c2ccccc2)c1C	20.8	-12.3	-1.0	9.6	-34.2	4.8	-1.2	-11.3
46	Cc1cc(Cl)ccc1NC(=S)NCCCN1CCCC1=O	5.3	1.5	-9.5	-0.1	1.6	0.3	-8.5	-9.2
47	COC(=O)c1cn(C(=O)c2cc(OC)c(OC)c(OC)c2)c2ccccc12	2.7	7.4	-2.9	0.7	0.7	1.0	-10.7	-7.9
48	Fc1ccc(Nc2nnc(C(F)(F)F)s2)cc1Cl	30.9	-21.5	2.2	5.8	3.7	3.0	-1.4	-8.7
49	Cc1cc(/N=C/C=C2\N(C)c3ccccc3C2(C)C)n(CCC#N)n1	27.5	-9.7	-4.0	2.0	-10.5	-9.7	-6.8	-4.7
50	Cc1cc(C(=O)CSc2n[nH]c(N)n2)c(C)n1-c1cc(F)ccc1F	6.8	-21.8	-0.5	-0.1	-3.2	17.9	-12.8	-18.7
51	COC(=O)CCC(=O)N1CCC(CCC(=O)NCc2ccc(F)cc2)CC1	2.3	-6.2	-7.6	-8.9	0.6	12.7	-8.1	13.6
52	COCCN(C(=O)COC(=O)CCC1CCCC1)c1c(N)n(Cc2ccccc2)c(=O)[nH]c1=O	-2.1	-12.1	-0.7	6.7	0.6	25.5	7.6	-7.8
53	CC(C)(C)N=C(NS(=O)(=O)c1cccs1)c1ccccc1	2.8	-8.1	-0.1	3.1	0.7	-0.3	3.4	-5.5
54	CCc1ccc(OCC(=O)Nc2ncn[nH]2)cc1	3.7	-5.2	-5.2	-6.1	0.8	5.8	-5.2	-12.8
55	COc1ccc([N+](=O)[O-])cc1NC(=O)CSc1nncn1-c1ccccc1	23.6	-12.3	-11.1	-8.7	1.4	14.1	-4.9	0.1
56	Cc1sc2c(c1C)c(=O)n(-c1ccccc1)c1nnc(C)n21	10.1	2.6	-0.7	-29.1	2.1	6.3	1.7	8.9
57	CCC(=O)Nc1ccc2c(c1)nc(CN1CCN(C(C)=O)CC1)n2C	2.8	2.1	-2.0	-7.3	1.0	9.6	6.1	0.0
58	C=CCN1c2ccccc2[C@]23C[C@@H](C(=O)OC)N(C(=O)c4cc(C)oc4C)C2=NC(C(=O)OC)=C(C(=O)OC)[C@H]13	11.7	-7.3	-1.7	16.6	x	x	5.1	0.7
59	COc1nc(-c2ccccc2)cc(-c2ccccc2)n1	-0.8	-15.3	-1.0	15.1	3.1	12.7	1.8	-2.3
60	C[C@H](CO)N1C[C@H](C)[C@@H](CN(C)C(=O)NC2CCCCC2)Oc2ccc(NC(=O)CCC(F)(F)F)cc2C1=O	-7.2	-0.4	1.9	12.4	4.7	23.5	-4.9	-11.3

Screening results from PubChem.
